Assay outcomes as filed in PubChem BioAssay.
Rhodamine fluor – compound autofluorescence in rhodamine spectral region. Rhodamine-region fluorescence, 547/598 nm, Tris buffer; hits give high values. max dye-equivalent concentration, M. 59,000 compounds, 0.05% hits. AID 594; in the data active = max dye-equivalent concentration above about 11 nM; inconclusive = between about 1.1 nM and that limit
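Intensities are converted to rhodamine-equivalent concentration using a six-point rhodamine standard on each plate. Compounds sit 15 min at room temperature in 100 mM Tris buffer, pH 8.0; read uses the 547/598 nm excitation/emission pair.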
Texas Red fluor – compounds fluorescent in Texas Red spectral region | Compound fluorescence, Texas Red channel, 547/618 nm; hits give high values | AID 587 | 59,000 compounds, 0.06% hits | max dye-equivalent concentration, M; in the data active = max dye-equivalent concentration above about 10 nM; inconclusive = between about 1.1 nM and that limit
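Spectral interference profiling: each compound concentration's relative fluorescence, read with a 547 nm excitation and 618 nm emission filter pair, was normalized to a per-plate Texas Red standard curve.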
Caspase-7 inhib – caspase-7 (human) inhibition, allosteric or competitive | P55210 | recombinant caspase-7, Ac-DEVD-AFC fluorescence rate | Potency, µM (series often up to 57.5 µM), inactives show at the highest dose activity change, negative = inhibition, most hits filed as inhibitors | 75,000 compounds, 0.02% hits; active = well fitted inhibition curve with a large enough effect in the main read-out, with a control signal flat, not every such curve was filed as active; inconclusive = small, poorly fitted or top-dose-only effect, or a change in a side signal; also: potency is read from the fitted curve at half-maximal effect; % of control where 0% means no effect
Target sequence (P55210 24-198 limits assumed): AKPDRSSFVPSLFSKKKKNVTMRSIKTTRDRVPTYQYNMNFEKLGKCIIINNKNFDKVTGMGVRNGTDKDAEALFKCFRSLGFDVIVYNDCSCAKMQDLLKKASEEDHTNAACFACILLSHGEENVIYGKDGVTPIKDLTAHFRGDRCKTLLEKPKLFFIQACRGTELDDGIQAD
Target sequence (P55210 207-303 limits assumed): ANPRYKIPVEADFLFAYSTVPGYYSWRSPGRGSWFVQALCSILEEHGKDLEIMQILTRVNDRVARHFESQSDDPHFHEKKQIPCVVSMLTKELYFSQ
Tau fil binding – binds recombinant human tau filaments | 71,000 compounds, 2% hits | Potency, µM (highest dose often 57.1 µM), inactives show top-dose activity change, negative = inhibition | recombinant tau filaments, thioflavin S fluorescence, 15 h; filaments grown with octadecylsulfate alongside compound;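 also: potency is read from the fitted curve at half-maximal effect; % is scaled to controls: 0 for no effect and ±100 for the full control effect; actives lower thioflavin S fluorescence by blocking filaments or displacing dye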
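Assay mix: 1 uM His-tagged tau, 30 uM sodium octadecylsulfate, thioflavine S dye in HEPES/NaCl/DTT buffer. Compound is added prior to the inducer. Fluorescence after 15 h at 37 C.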
Fluorescein autfl – fluorescein region autofluorescence | 59,000 compounds, 0.91% hits | Compound autofluorescence, 480/540 nm, fluorescein-equivalent; hits give high values | max fluorescein-equivalent concentration, M; in the data active = max fluorescein-equivalent concentration above about 10 nM; inconclusive = between about 1.1 nM and that limit
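Spectral profiling of library compounds in the fluorescein window (480 nm excitation, 540 nm emission) after 15 min at room temperature in pH 8.0 Tris (100 mM). Values are dye-equivalent concentrations.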
FLuc inh – blocks Photinus pyralis firefly luciferase activity; purified firefly luciferase, luminescence, 8 min; AID 411; 72,000 compounds, 2.2% hits; Potency, µM (doses to about 57.1 µM), without a hit: at the top dose activity change, negative = inhibition, most hits filed as inhibitors; P08659; also: potency is read from the fitted curve at half-maximal effect; % is scaled to controls: 0 for no effect and ±100 for the full control effect; nearly all actives have a fitted effect of over 40% in size
Target sequence (P08659 whole entry, looked up): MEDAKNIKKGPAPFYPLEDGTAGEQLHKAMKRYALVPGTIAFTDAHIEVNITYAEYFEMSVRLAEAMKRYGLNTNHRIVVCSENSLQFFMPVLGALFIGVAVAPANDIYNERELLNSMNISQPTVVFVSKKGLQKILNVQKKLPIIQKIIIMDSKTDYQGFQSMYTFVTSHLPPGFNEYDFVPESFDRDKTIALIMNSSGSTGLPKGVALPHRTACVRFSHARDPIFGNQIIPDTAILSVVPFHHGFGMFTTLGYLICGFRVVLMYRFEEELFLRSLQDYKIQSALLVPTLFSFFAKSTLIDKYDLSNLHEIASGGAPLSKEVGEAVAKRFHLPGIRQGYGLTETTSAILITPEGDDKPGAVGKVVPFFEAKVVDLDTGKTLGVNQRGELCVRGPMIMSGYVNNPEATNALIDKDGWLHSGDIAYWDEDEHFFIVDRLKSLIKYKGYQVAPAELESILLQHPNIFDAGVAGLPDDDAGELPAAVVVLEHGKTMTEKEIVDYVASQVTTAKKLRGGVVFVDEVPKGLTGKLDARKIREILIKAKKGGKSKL
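Titration-based qHTS; buffer 50 mM imidazole pH 7.2, 50 mM KCl, 7 mM MgCl2, 10 uM ATP, 0.01% Tween 20, 0.05% BSA; luciferase/luciferin detector mix added after compound; 8 min, ambient; luminescence.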
A350 fluor – compound fluoresces in the Alexa 350 spectral region; max dye-equivalent concentration, M; 59,000 compounds, 11% hits; Compound autofluorescence, 340/450 nm, Alexa 350 dye-equivalents; hits give high values; in the data active = max dye-equivalent concentration above about 10 nM; inconclusive = mostly about 1.1 nM to 9.6 nM
HEK293 cAMP cs – counter-screen for TSHR agonists: cAMP increase in parental HEK293. 73,000 compounds, 2.5% hits. parental HEK293 CNG cAMP sensor, membrane potential fluorescence. Potency, µM (series often up to 57.1 µM), inactives show at the highest dose activation, actives largely listed as activators; also: potency is read from the fitted curve at half-maximal effect; % of control where 0% means no effect; nearly all actives have a fitted effect of over 55% in size
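Counterscreen for endogenous-receptor signalling: CNG-channel HEK 293 cells report cAMP rise by membrane depolarization. After 60 min dye equilibration with 100 uM RO 20-1724, compounds incubated 30 min before bottom-read fluorescence at 590 nm.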
4-MU autofl – compounds fluorescent in 4-MU spectral region | compound autofluorescence, 340/450 nm, 4-MU equivalents; hits give high values | max dye-equivalent concentration, M | 59,000 compounds, 11% hits; in the data active = max dye-equivalent concentration above about 10 nM; inconclusive = mostly about 1.1 nM to 9.6 nM
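Intrinsic fluorescence at 340/450 nm (ex/em) was read after 15 min at room temperature in pH 8.0, 100 mM Tris. Each compound concentration expressed as 4-MU-equivalent concentration from a six-point 4-MU standard series on each plate.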
ERK AVP inh – vasopressin-driven ERK pathway inhibition. HEK293-V1b, vasopressin-stimulated pERK AlphaScreen. Potency, µM (highest dose often 57.5 µM), inactives show at the top dose activity, negative = inhibition, most hits filed as inhibitors. 72,000 compounds, 0.99% hits. AID 995; also: potency is read from the fitted curve at half-maximal effect; % is scaled to controls: 0 for no effect and ±100 for the full control effect; nearly all actives have a fitted effect of over 55% in size
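V1b-HEK293 cells; cpd 30 min 37C; 25 nM vasopressin 5 min; lyse 10 min; AlphaScreen beads 5 hr RT. Normalized to DMSO basal and 25 nM vasopressin; AC50 by Hill fit.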
Caspase-1 inhib – caspase-1 (human) inhibition, allosteric or competitive. P29466. Caspase-1 enzyme, Ac-WEHD-AFC fluorogenic rate. Potency, µM (series often up to 57.5 µM), for the others: at the highest dose activity change, negative = inhibition, most hits filed as inhibitors. 75,000 compounds, 0.03% hits. AID 900;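 also: potency is read from the fitted curve at half-maximal effect; plate controls were vehicle for no effect and no substrate for full effect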
* marks the source's active call; other numbers are inactive results; i = inactive; ? = inconclusive; . = not tested or not shown; [ ] = remark or other dose. Unless noted, calls follow the shape of the dose curve; as a rule, active = well fitted curve in the direction sought with a large enough effect; inconclusive = small, poorly fitted or top-dose-only effect, or another doubt; inactive = no such curve, though single readings can be large; an effect the other way counts as inactive or inconclusive. This is a subset; the hit share may differ from the screen's.

SMILES	Rhodamine fluor	Texas Red fluor	Caspase-7 inhib	Tau fil binding	Fluorescein autfl	FLuc inh	A350 fluor	HEK293 cAMP cs	4-MU autofl	ERK AVP inh	Caspase-1 inhib
O=C(c1c(Cl)nc2sccn12)N1CCCc2ccccc21	i	i	0%	14%	i	-14%	i	14%	i	74%[activator]	-1%
CCS(=O)(=O)c1ccc(O)c(N2C(=O)C3C4C=CC(C4)C3C2=O)c1 (stereo not given)	i	i	0%	-17%	i	2%	i	1%	i	-6%	-1%
COc1ccc(C(=O)c2coc3ccc(O)c(CN4CCOCC4)c23)cc1	.	.	1%	6%	.	0%	.	16%	.	.	-3%
COC(=O)c1ccc(NC(=O)c2ccc3c(c2)OCO3)cc1	i	i	-2%	36%	i	-7%	i	6%	i	-17%	1%
O=C(COc1ccccc1)NC1CCN(Cc2ccccc2)CC1	i	i	-2%	-14%	i	1%	i	6%	i	-8%	0%
Cc1[nH]n(-c2ccccc2)c(=O)c1S(=O)(=O)c1ccccc1	i	?	-1%	7%	i	3%	i	18%	i	6%	1%
COc1ccc(C2C(C(=O)NCC3CCCO3)CCC(=O)N2c2ccc3c(c2)OCO3)cc1 (stereo not given)	i	i	0%	1%	i	-1%	i	-4%	i	7%	1%
COC(=O)C1(C)C=C2C(=C(c3ccccc3)C(=O)C2C)CN1 (stereo not given)	.	.	-11%	107%	.	.	.	8%	.	-4%	-10%
COc1cccc(C2NC(CC(C)C)(C(=O)O)C3C(=O)N(Cc4ccccc4)C(=O)C23)c1O (stereo not given)	i	i	1%	-3%	i	-1%	i	11%	i	-10%	0%
CC(CN1CCCCC1)OC(=O)c1ccccc1Cl (stereo not given)	i	?	0%	-10%	i	-3%	i	12%	i	4%	-1%
COc1cc(NC(=O)c2c(F)cccc2F)nc(OC)n1	i	i	0%	-52%	i	-6%	i	1%	i	11%	1%
Clc1ccc(OCc2cn3cccnc3n2)c2ncccc12	i	?	-2%	13%	?	-5%	?	-15%	?	?	2%
O=C(Nc1cccc(C(=O)N2CCOCC2)c1)c1cccnc1	i	?	1%	1%	?	0%	?	1%	i	-11%	-1%
Cc1ccc2c(c1)CCCN2C(=O)C1CCCO1 (stereo not given)	i	i	-2%	-2%	i	4%	i	4%	i	-3%	-1%
CCn1c(=O)cc(OCC(=O)Nc2cc(C)ccn2)c2ccccc21	i	?	0%	20%	i	6%	i	-3%	i	2%	2%
CCOc1ccc(C2CC(c3ccc(F)cc3)Nc3nc(N)nn32)cc1 (stereo not given)	.	.	-1%	-13%	.	1%	.	10%	.	-9%	-1%
CCCC(c1nnnn1CCc1ccccc1)N1CCN(C2CCCC2)CC1 (stereo not given)	i	i	1%	8%	i	1%	i	16µM*	i	-10%	0%
O=S1(=O)CCC(S(=O)(=O)N2CCCCCC2)C1 (stereo not given)	i	i	1%	6%	i	1%	i	1%	i	-20%	0%
CC(C)(C)n1cnc2cc(NS(=O)(=O)c3ccc(Br)cc3)ccc21	i	i	.	.	?	0%[25.5 µM]	i	.	i	.	.
COc1cccc(CN2C(=O)C3(C(C#N)=C(N)OC4=C3C(=O)CCC4)c3ccccc32)c1 (stereo not given)	i	i	-1%	3%	i	0%	i	-10%	i	-16%	2%
CCN1CCN(C(=O)c2cnn3c(C(F)F)cc(-c4ccc(C)cc4)nc23)CC1	i	i	-7%	20µM*	?	3%	5.8e-08M*	16µM*	6.1e-08M*	4%	-11%
CC1CCC(NS(=O)(=O)c2ccc3c(c2)n(C)c(=O)c(=O)n3C)CC1 (stereo not given)	i	i	1%	8%	i	1%	i	4%	i	8%	1%
CN1C(=O)NC(c2ccc(O)cc2)C(C(=O)c2cccs2)C1(O)C(F)(F)F (stereo not given)	i	i	3%	2%	i	-2%	?	-6%	i	20%	-2%
CCC1CCCCN1CCn1c(=S)[nH]c2cc(OC)c(OC)cc2c1=O (stereo not given)	i	i	-4%	48%	?	1%	?	17%	i	-13%	-1%
Cc1ccc2c(c1)N(CC(=O)NC1CCC(C)CC1)C(=O)CO2 (stereo not given)	i	i	0%	10%	i	2%	i	18%	i	25%	2%
Cc1ccccc1-c1nc(CS(=O)CC(=O)NCCCN(C)c2ccccc2)c(C)o1 (stereo not given)	i	i	-5%	2%	i	0%	i	22%	i	8%	-1%
COc1ccccc1-c1oc2ccccc2c(=O)c1OC	i	i	-1%	2%	i	1%[11.4 µM]	?	32µM*	i	4%	2%
CC(=O)Nc1c(O)nc(SCC(=O)Nc2nnc(CC(C)C)s2)[nH]c1=O	i	i	0%	-9%	i	3%	i	4%	i	-13%	-2%
CC(=O)N1CCN(CC(=O)Nc2c(Cl)cc(Cl)cc2Cl)CC1	i	i	-4%	0%	i	-13%	i	-3%	i	-1%	0%
COc1ccc(Br)cc1C(=O)NCc1cccnc1	i	i	0%	9%	i	0%	i	2%	i	-15%	-1%

Molecules listed so far containing bromine, in the order listed:
SMILES	Rhodamine fluor	Texas Red fluor	Caspase-7 inhib	Tau fil binding	Fluorescein autfl	FLuc inh	A350 fluor	HEK293 cAMP cs	4-MU autofl	ERK AVP inh	Caspase-1 inhib
CC(C)(C)n1cnc2cc(NS(=O)(=O)c3ccc(Br)cc3)ccc21	i	i	.	.	?	0%[25.5 µM]	i	.	i	.	.
COc1ccc(Br)cc1C(=O)NCc1cccnc1	i	i	0%	9%	i	0%	i	2%	i	-15%	-1%

(further entries)
SMILES	Rhodamine fluor	Texas Red fluor	Caspase-7 inhib	Tau fil binding	Fluorescein autfl	FLuc inh	A350 fluor	HEK293 cAMP cs	4-MU autofl	ERK AVP inh	Caspase-1 inhib
CSc1ccccc1NC(=O)c1onc(C)c1Cl	.	.	-1%	7%	.	-4%	.	16%	.	28%	-2%
COc1ccccc1C(c1nnnn1C(C)(C)C)N1CCN(C(=O)c2ccco2)CC1 (stereo not given)	i	i	1%	4%	?	-1%	?	?	i	-1%	1%
O=C(CN1CCN(c2ccccc2)CC1)N1CCN(c2ccccc2)CC1	i	i	0%	15%	?	2%	i	9%	i	6%	0%
CCC(CC)C(=O)Nc1cccc(C(=O)NCc2ccco2)c1	i	i	-6%	8%	i	-1%	i	23%	i	-15%	-5%
O=C(CCc1ccc(S(=O)(=O)N2CCOCC2)cc1)NCCc1ccccn1	i	?	-1%	-2%	?	-1%	?	5%	i	13%	0%
Cc1ccccc1-c1nc(CN2CCC(C(=O)N3CCN(c4ccccn4)CC3)CC2)c(C)o1	.	.	-3%	83%	.	2%	.	24%	.	-12%	0%
COc1ccccc1NC(=O)C1CC(=O)OC1c1ccccc1 (stereo not given)	i	i	0%	-1%	i	5%	4.3e-08M*	?	3.7e-08M*	-6%	-1%
O=C(O)CSc1nnc(-c2cccs2)n1-c1ccc(Cl)cc1	i	i	-1%	4%	i	1%	?	9%	i	-11%	3%
O=C(NCc1ccccn1)c1cc(S(=O)(=O)N2CCN(c3ccccc3)CC2)ccc1Cl	i	i	-2%	2%	?	2%	i	5%	i	-5%	-4%
COCCN(C(=O)C(C)C)c1nnc(-c2cccc(C)c2)s1	i	?	1%	-7%	i	-1%	i	18%	i	5%	-1%
CCN(CC)c1ncccc1C(=O)NCc1cccs1	i	i	2%	6%	i	1%	i	6%	i	-17%	0%
COC(=O)c1cc(NC(=O)CN2CCOCC2)cc(C(=O)OC)c1	i	?	-2%	-6%	i	1%	?	4%	i	3%	1%
COC(=O)c1ccc(C(=O)OC)c(NC(=O)CSc2nnc(-c3ccccc3Cl)o2)c1	i	i	0%	-2%	i	5%	?	?	?	-4%	0%
O=C(OCCCN1CCCC1)C1(c2ccccc2)CCCC1	i	i	.	.	i	-1%[25.5 µM]	i	.	i	.	.
COc1cc(C)c(C(C)C)cc1S(=O)(=O)NCCCn1ccnc1	i	i	0%	-2%	?	-1%	i	11%	i	-18%	5%
Cc1cc(SCC(=O)c2ccc(Br)cc2)cc(C)[o+]1	i	i	-4%[11.5 µM]	-17%[11.4 µM]	i	3%[11.4 µM]	i	-1%[11.4 µM]	i	-14%[11.5 µM]	3%[11.5 µM]
COc1ccc(OC)c(S(=O)(=O)N(C)CC(=O)N2CCc3ccccc3C2)c1	i	i	-1%	6%	i	-2%	i	?	i	-10%	0%
Cc1ccc(CNC(=O)CSc2nc(C)cc(C)c2C#N)cc1	i	i	0%	2%	i	2%	i	?	i	-16%	0%
N#Cc1c(SCC(=O)N2CCCCC2)nsc1SCC(=O)N1CCCCC1	i	i	0%	9%	?	0%	i	?	i	-10%	1%
CCOc1ccc(NC(=O)CN2CCN(CC(=O)Nc3ccc(F)c(F)c3)CC2)cc1	i	i	0%	-1%	i	1%	i	-2%	i	20%	-2%

Entries from the list above that contain a thiophene ring, fused or not, in the order listed:
SMILES	Rhodamine fluor	Texas Red fluor	Caspase-7 inhib	Tau fil binding	Fluorescein autfl	FLuc inh	A350 fluor	HEK293 cAMP cs	4-MU autofl	ERK AVP inh	Caspase-1 inhib
CN1C(=O)NC(c2ccc(O)cc2)C(C(=O)c2cccs2)C1(O)C(F)(F)F (stereo not given)	i	i	3%	2%	i	-2%	?	-6%	i	20%	-2%
O=C(O)CSc1nnc(-c2cccs2)n1-c1ccc(Cl)cc1	i	i	-1%	4%	i	1%	?	9%	i	-11%	3%
CCN(CC)c1ncccc1C(=O)NCc1cccs1	i	i	2%	6%	i	1%	i	6%	i	-17%	0%
